# Source: PubChem BioAssay
# M5 antag: human M5 muscarinic receptor antagonists, primary screen, CHO cells, Fluo-8 calcium fluorescence; CHO-hM5 cells, ACh EC80; inhibition, % at 3 µM; 0.59% of 360,000 active; AID 624040, 2012;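 active = inhibition above a per-plate cutoff, the mean of that plate's test compounds plus 3 SD, cut at about 27% in these data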;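 also: 0% = acetylcholine EC80 with DMSO and 100% = DMSO without agonist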
# Target sequence (P08912 whole entry, looked up): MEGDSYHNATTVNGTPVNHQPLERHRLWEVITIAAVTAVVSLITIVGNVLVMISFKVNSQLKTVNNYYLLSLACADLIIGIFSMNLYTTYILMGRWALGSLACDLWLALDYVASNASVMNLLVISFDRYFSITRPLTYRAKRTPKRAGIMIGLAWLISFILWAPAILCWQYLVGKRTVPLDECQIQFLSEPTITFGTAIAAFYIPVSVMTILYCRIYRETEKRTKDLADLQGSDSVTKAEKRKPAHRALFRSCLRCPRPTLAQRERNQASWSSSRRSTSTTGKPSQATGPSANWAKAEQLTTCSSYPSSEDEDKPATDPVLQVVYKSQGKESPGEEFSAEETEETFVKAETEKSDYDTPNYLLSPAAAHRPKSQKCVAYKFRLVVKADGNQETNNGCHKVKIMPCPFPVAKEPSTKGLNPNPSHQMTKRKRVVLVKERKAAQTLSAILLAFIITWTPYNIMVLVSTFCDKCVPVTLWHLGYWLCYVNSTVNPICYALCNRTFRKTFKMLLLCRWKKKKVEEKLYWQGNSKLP
# M5 PAM: human M5 muscarinic receptor positive allosteric modulators, primary screen, CHO-K1 cells, Fluo-8 calcium fluorescence; activation, % at 3 µM; 0.3% of 360,000 active; CHO-K1 hM5, ACh EC20 PAM; 0% = ACh EC20, 100% = ACh EC100; Muscarinic acetylcholine receptor M5 (Homo sapiens), P08912;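 active = activation above the run cutoff, the mean activation of all test compounds plus 3 SD, cut at about 18% in these data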
#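 Replicates: One well per compound, no replicates | System: Human M5 receptor in CHO-K1 cells | Benchmarks: Low control EC20 acetylcholine (0%), high control EC100 acetylcholine (100%) | Probe or stimulus: Acetylcholine, EC20 level | Times: Fluo-8 loading 80 min at 37 °C plus 30 min room temperature | Signal: Intracellular calcium via Fluo-8 fluorescence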
# M5 ag: human M5 muscarinic receptor agonists, primary screen, CHO-K1 cells, Fluo-8 calcium fluorescence; activation, % at 3 µM; AID 624037, 2012; 0.19% of 360,000 active; Muscarinic acetylcholine receptor M5 (Homo sapiens), P08912; CHO-K1 hM5 cells; 0% DMSO wells, 100% maximal acetylcholine response;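 active = activation above the run's mean over test compounds plus 3 SD, cut at about 23% in these data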;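 also: signal is peak over basal fluorescence ratio across the kinetic read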
# M4 antag: human M4 muscarinic receptor antagonists, primary screen, CHO cells, Fluo-8 calcium fluorescence; CHO-hM4 cells, ACh EC80; inhibition, % at 3 µM; 0.73% of 360,000 active; AID 624125, 2012;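 active = inhibition above its plate's cutoff, the mean inhibition of sample wells plus 3 SD, cut at about 27% in these data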;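 also: 0% = acetylcholine EC80 with DMSO and 100% = DMSO without agonist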
# TAAR1 agonist: human TAAR1 agonists, primary screen, Fluo-8 calcium fluorescence, CHO RD-HGA16 cells; Trace amine-associated receptor 1 (Homo sapiens), Q96RJ0; vehicle wells 0%, saturating PEA agonist 100%; activation, % at 3 µM; 0.99% of 360,000 active; AID 624467, 2012;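 active = activation above the mean activation of all test compounds in the run plus 3 SD, cut at about 38% in these data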
# Target sequence (Q96RJ0 whole entry, looked up): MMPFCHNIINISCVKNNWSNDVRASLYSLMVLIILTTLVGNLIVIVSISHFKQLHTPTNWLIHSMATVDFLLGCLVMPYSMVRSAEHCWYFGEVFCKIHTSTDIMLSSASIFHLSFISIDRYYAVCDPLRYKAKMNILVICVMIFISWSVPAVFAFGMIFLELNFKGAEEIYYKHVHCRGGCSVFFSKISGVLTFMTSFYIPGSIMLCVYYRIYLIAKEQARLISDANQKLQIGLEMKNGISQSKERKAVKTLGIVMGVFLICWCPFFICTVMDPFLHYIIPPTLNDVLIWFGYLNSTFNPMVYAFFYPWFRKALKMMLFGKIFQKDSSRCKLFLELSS
#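 Test system: RD-HGA16 (CHO) cells co-expressing Gα16 and hTAAR1 | Doses: Single dose, 3 µM | Schedule: 17-24 h seeding, 75 min 37 °C dye, 30 min RT | Evaluation: % activation from peak over basal fluorescence ratio, DMSO-to-PEA scaled | Technique: Kinetic Fluo-8 calcium fluorescence | Benchmarks: Low control DMSO, high control PEA (EC100)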
# CHRM1 agonist: human M1 muscarinic receptor agonists, primary screen, Fluo-8 calcium fluorescence, CHO-K1 cells, HTS; 0.33% of 360,000 active; activation, % at 3 µM; CHO-K1 hM1, agonist mode; 0% DMSO, 100% acetylcholine EC100; Muscarinic acetylcholine receptor M1 (Homo sapiens), P11229;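 active = activation above the run's mean compound activation plus 3 SD, cut at about 16% in these data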;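 also: peak over basal fluorescence ratio within a 140 s kinetic read after compound addition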
# CHRM1 PAM: human M1 muscarinic receptor positive allosteric modulators, primary screen, CHO-K1 cells, Fluo-8 calcium fluorescence, 1536-well; 0.088% of 360,000 active; Muscarinic acetylcholine receptor M1 (Homo sapiens), P11229; CHO-K1 hM1, ACh EC20; 0% = ACh EC20, 100% = maximal ACh; activation, % at 3 µM; in the data active = activation above about 19%, passing the limit was not always enough
# CHRM1 antagonist: human M1 muscarinic receptor antagonists, primary screen, CHO-K1 cells, Fluo-8 calcium fluorescence, 1536-well | Muscarinic acetylcholine receptor M1 (Homo sapiens), P11229 | 1.3% of 360,000 active | CHO-K1 hM1, ACh EC80 antagonist | inhibition, % at 3 µM | AID 588852, 2011;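 active = percent inhibition above its own plate's cutoff, namely the mean of that plate's compound wells plus 3 SD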;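 also: peak over basal fluorescence ratio during 140 s after agonist addition; 0% = ACh EC80 plus DMSO and 100% = DMSO alone without agonist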
# M4 ag: human M4 muscarinic receptor agonists, primary screen, CHO-K1 cells, Fluo-8 calcium fluorescence; 0.14% of 360,000 active; Muscarinic acetylcholine receptor M4 (Homo sapiens), P08173; CHO-K1 hM4/Gqi5; vehicle 0%, full acetylcholine response 100%; AID 624127, 2012; activation, % at 3 µM;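 active = activation above the run mean over all test wells plus 3 SD, cut at about 32% in these data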;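 also: peak over basal fluorescence ratio per well then scaled between controls; 0% = DMSO wells and 100% = acetylcholine at EC100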
# An asterisk follows results filed as active. This is a subset, so the mix of outcomes need not match the whole.
SMILES,M5 antag,M5 PAM,M5 ag,M4 antag,TAAR1 agonist,CHRM1 agonist,CHRM1 PAM,CHRM1 antagonist,M4 ag
CCOc1ccc(NC(=O)CCCOc2cc(=O)n(C)c3ccccc23)cc1,-5,-4,-3,6,2,-2,1,4,0
CN(CCCC(=O)Nc1nccs1)S(=O)(=O)c1ccc(Cl)cc1,3,-3,3,-1,1,0,0,-5,4
CC(C)=CC(=O)NCc1c(Cl)cccc1-n1cccc1,-1,2,-1,1,3,-7,0,-6,-1
CC(C)Cn1c(N)c(C(=O)CSc2nnnn2-c2ccc(Cl)cc2)c(=O)n(C)c1=O,2,-1,10,-5,1,-3,5,-10,1
CC(C)(C)C(=O)C(Oc1cccc2nonc12)n1cncn1 (stereo unspecified),-3,1,2,-2,6,-1,9,-9,1
CCC(CC)C(=O)c1c[nH]c(C(=O)NCc2cccs2)c1,10,-1,1,0,4,-2,3,-2,1
O=C(NCc1ccc2c(c1)OCO2)c1ccc(COc2cccc(Cl)c2)o1,5,-3,-4,-1,5,-1,1,-31,7
Cc1csc(NC(=O)C(C)N2C(=O)c3ccccc3S2(=O)=O)n1 (stereo unspecified),-7,5,1,-3,1,3,17,-26,3
Cc1ccc(S(=O)(=O)n2nc(OC(=O)C(C)(C)C)cc2N)cc1,-10,4,-1,-1,3,-2,9,-25,1
COc1ccc(-c2ccnc3nc(N4CCN(c5ccccc5)CC4)nn23)cc1,1,3,-1,0,3,-4,1,3,-1
COc1ccc(N2CCN(C(=O)c3ccc(CS(=O)(=O)c4ccccc4C)o3)CC2)cc1,5,-14,10,-3,18,7,-8,-1,23
CC(=O)c1c(O)c(C)c(O)c2c1OC1=Cc3c(c(C)nn3-c3ccccc3)C(=O)C12C (stereo unspecified),-4,0,0,-10,4,-5,3,-8,1
CCN1C(=O)/C(=C\N2CCN(C(=O)c3ccco3)CC2)SC1=S,4,9,-2,10,7,-4,9,-6,0
O=C(NCc1cccs1)c1ccc(Cl)c(S(=O)(=O)N2CCOCC2)c1,-4,2,2,-4,4,-2,7,-10,4
Cc1nn(-c2ccccc2)c(C)c1NC(=O)COc1ccc(C#N)cc1,6,-6,2,10,7,-7,1,-4,4
O=C(O)/C=C/C(=O)N1CCN(C(c2ccccc2)c2ccccc2)CC1,27*,-33,-17,30*,11,-6,-23,42*,1
COc1ccc(NS(=O)(=O)c2ccc(N3CCOCC3)c(N)c2)cc1,20,-24,13,14,9,6,-14,31*,14
COC(=O)c1ccc(Nc2ncnc3c2cnn3-c2cccc(C)c2)cc1,3,-3,2,1,0,-1,2,-6,0
CC1=CC(C)(C)N(C(=O)c2ccccc2)c2ccc(C)cc21,2,6,23*,2,65*,28*,6,-8,8
CN(CC(=O)Nc1ccccc1C(F)(F)F)CC(=O)N1CCCCCC1,11,4,3,3,0,-4,6,-5,1

# Look-ups from the list:
# `CC(C)(C)C(=O)C(Oc1cccc2nonc12)n1cncn1` (stereo unspecified) in M5 ag: 2
# `COc1ccc(-c2ccnc3nc(N4CCN(c5ccccc5)CC4)nn23)cc1` in M5 PAM: 3
# `CN(CCCC(=O)Nc1nccs1)S(=O)(=O)c1ccc(Cl)cc1` in CHRM1 antagonist: -5

# Continued.
SMILES,M5 antag,M5 PAM,M5 ag,M4 antag,TAAR1 agonist,CHRM1 agonist,CHRM1 PAM,CHRM1 antagonist,M4 ag
Nc1c(C(=O)O)cnc2nc(N3CCOCC3)nn12,8,-4,-2,3,1,-5,8,-11,1
CN(Cc1cccs1)C(=O)Cc1csc(-c2ccccc2)n1,13,-2,5,-5,2,-2,1,-1,4
CCCCCCC1CC(=CN(C)C)C(=O)O1 (stereo unspecified),-6,0,0,-17,-1,-2,7,-11,1
C/C(Cl)=C\Cn1c(Nc2ccccc2)nc2c1c(=O)n(C)c(=O)n2C,3,11,-3,0,25,-4,-3,10,1
CC(C)CC1NC(=S)N(Cc2ccccc2)C1=O (stereo unspecified),-8,6,-3,0,8,-12,10,-11,0
Cc1nn(C)c(Cl)c1C(N)=O,5,-5,1,5,6,-1,6,-2,0
Oc1ccc(N=Nc2n[nH]c(-c3ccc(Cl)cc3)n2)cc1,16,-14,14,3,13,6,1,-14,0
Cc1ccc(C)c(OCCC(=O)OCC(=O)NC(=O)NC2CCCC2)c1,2,-4,1,-16,2,1,-2,3,2
CCOc1ccc(N(CC(=O)NCC2CCCO2)S(=O)(=O)c2ccc(Cl)cc2)cc1 (stereo unspecified),2,0,0,14,5,-4,7,-6,0
NC(=O)NN=C1CCC(OCc2ccccc2)CC1CC(=O)O (stereo unspecified),4,-3,1,5,2,2,14,0,0
C#CCOC(=O)CCCNc1ccc([N+](=O)[O-])cc1[N+](=O)[O-],12,-16,0,-5,1,-1,-5,12,4
O=C(CCn1c(=O)c2sccc2n(CC(=O)NCc2ccco2)c1=O)NCc1ccccc1,5,-2,-3,-23,3,-5,5,-1,0
CNCCOc1ccc(Cl)c(Cl)c1,5,8,-7,-4,2,-14,4,-1,4
COc1ccc(Oc2ncnc3c2oc2ccc(Br)cc23)cc1,7,0,-7,5,5,-1,4,-2,0
COc1cc(CC(NC(C)=O)C(=O)NC2CCN(c3c(Cc4ccccc4)c(C)nc4ncnn34)CC2)cc(OC)c1 (stereo unspecified),-1,-3,0,3,1,-7,2,-6,1
COc1ccc(S(=O)(=O)Nc2cc(OC)c(NC(=O)c3ccco3)cc2OC)cc1,-1,-4,5,-4,2,1,-4,6,3
COC(=O)c1cncc(C)c1,8,-6,0,-4,1,-3,-2,1,18
CCOC(=O)Cn1c(COc2ccccc2OC)[n+](C)c2ccccc21,6,-5,-15,8,0,-9,-3,6,0
COc1ccc(OC)c(-c2csc(NC(=O)CSc3ccc([N+](=O)[O-])cc3)n2)c1,12,-10,-3,9,4,-8,-9,6,4
CN(CC(=O)Nc1ccc(Cl)c(C(F)(F)F)c1)Cc1cc(=O)n2ccsc2n1,-1,10,7,-9,3,-8,1,0,6
COc1ccc(C(O)c2nc(-c3cccc(C(F)(F)F)c3)cs2)cc1 (stereo unspecified),7,-1,0,3,0,-2,0,-8,3
CC1Cc2ccccc2N1C(=O)COC(=O)/C=C/c1cccc(F)c1 (stereo unspecified),-1,-5,2,-6,1,-5,1,-4,0
CCOC(=O)N1CCN(C(=O)CCn2c(=S)[nH]c3ccccc3c2=O)CC1,15,-2,-2,6,-4,-3,5,-5,-2
CCOCCCN(CC(=O)NC1CCCC1)C(=O)C(=O)Nc1ccc2c(c1)OCCO2,17,-3,-1,0,-1,9,3,-4,1
COc1ccc2[nH]c(=O)c(NC(N)=S)nc2c1,5,-1,0,-9,3,-6,8,-7,0
C1CCCN(CCCCN2CCCCCC2)CC1,-1,-3,0,2,12,-14,-13,22,1
C#CCn1c(=NC(=O)c2ccc(Br)s2)sc2cc(NC(C)=O)ccc21,-14,5,-3,-1,0,-6,8,-3,1
Cc1ccc(C)c(OCCC(=O)OC(C)C(=O)Nc2c(C)n(C)n(-c3ccccc3)c2=O)c1 (stereo unspecified),2,2,-2,-5,-2,-5,15,-21,0
COC(=O)C1=C(N)Oc2cc(C)n(CC3CCCO3)c(=O)c2C1c1ccccc1 (stereo unspecified),3,-10,-3,12,-4,-3,4,-3,2
Cc1[nH]c(=O)[nH]c(=O)c1S(=O)(=O)N1CCCC(C(=O)NCc2ccc3c(c2)OCO3)C1 (stereo unspecified),4,2,-1,2,7,-5,4,-4,1
O=C(NNc1cc(N2CCOCC2)nc(N2CCOCC2)n1)c1ccc(Cl)cc1Cl,2,-7,1,1,2,-3,-3,10,0
COc1ccc(CN2CCC2(C)C(=O)Nc2cnc3ccccc3c2)c2ccccc12 (stereo unspecified),8,-7,-3,4,1,-6,-9,15,6
CCCCNC(=S)NNC(=O)c1c(C)nc2ccccn12,3,-3,-3,6,3,-5,-6,6,1
COc1cccc(N2CCc3c(C)nc4ccc(Cl)cc4c32)c1,9,-8,-5,-3,17,-9,-7,3,4
Cc1cc(C(=O)N2CCCc3ccccc32)ccc1[N+](=O)[O-],6,-3,-8,6,2,-6,-2,7,0

# Of the compounds above, seven have two or more sulfur atoms:
SMILES,M5 antag,M5 PAM,M5 ag,M4 antag,TAAR1 agonist,CHRM1 agonist,CHRM1 PAM,CHRM1 antagonist,M4 ag
CN(CCCC(=O)Nc1nccs1)S(=O)(=O)c1ccc(Cl)cc1,3,-3,3,-1,1,0,0,-5,4
Cc1csc(NC(=O)C(C)N2C(=O)c3ccccc3S2(=O)=O)n1 (stereo unspecified),-7,5,1,-3,1,3,17,-26,3
CCN1C(=O)/C(=C\N2CCN(C(=O)c3ccco3)CC2)SC1=S,4,9,-2,10,7,-4,9,-6,0
O=C(NCc1cccs1)c1ccc(Cl)c(S(=O)(=O)N2CCOCC2)c1,-4,2,2,-4,4,-2,7,-10,4
CN(Cc1cccs1)C(=O)Cc1csc(-c2ccccc2)n1,13,-2,5,-5,2,-2,1,-1,4
COc1ccc(OC)c(-c2csc(NC(=O)CSc3ccc([N+](=O)[O-])cc3)n2)c1,12,-10,-3,9,4,-8,-9,6,4
C#CCn1c(=NC(=O)c2ccc(Br)s2)sc2cc(NC(C)=O)ccc21,-14,5,-3,-1,0,-6,8,-3,1
